Screening results as filed in PubChem.
Pyk2 oligo antag: antagonists of human Pyk2 oligomerization; Q293 cells, Pyk2 FERM NanoBiT luminescence; stronger effect = lower value; Q14289; z-score (the deposit names both 25 µM and 10 µM); AID 1347419; hit rate 0.83% among 99,000;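 active = Z-score of -3 or lower, scaled per plate to the spread of control and sample wells; inactive = z-score above -3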;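 also: negative z-score means lost luminescence so less FERM oligomerization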
IL1B cytotox: HUVEC cytotoxicity counter-screen, IL-1B stimulated; cell count reduction, % at 2 µM; HUVEC cell count loss, Hoechst imaging; AID 845; hit rate 0.41% among 94,000;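 active = cell count reduction more than 3 SD above the screen-wide mean, cut at about 70% in these data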;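 also: normalized per plate to untreated control cells as the no-loss baseline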
HUVEC inhibit: human endothelial cell proliferation inhibition; viability, % at 10 µM (by protocol); HUVEC proliferation, CellTiter-Glo luminescence, 72 h; stronger effect = lower value; hit rate 1.1% among 86,000;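 active = viability at or below 30%; inactive = viability above 30%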;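 also: 100% = median luminescence of DMSO-only cell control wells on each plate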
Lung fibro prol: blocks proliferation of human lung fibroblasts; AID 719; hit rate 1.1% among 85,000; LL 47 human lung fibroblast viability, ATP luminescence; stronger effect = lower value; viability, % at 10 µM;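 active = viability at or below 50% in the single dose screen; inactive = viability above 50%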;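 also: compound exposure lasted 72 h before the ATP readout; 100% = median luminescence of untreated cell-only wells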
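Test system: LL 47 human lung fibroblasts; Quantity: 1,150 cells/well; Buffer or medium: IMEM plus 15% FBS; Dosing: tenfold compound dosing solution, DMSO at 0.1%; Timing: overnight cell rest, 72 h compound treatment at 37 °C; Detection: ATP-based CellTiter-Glo luminescent readout; Read-out basis: viability percentage against median untreated-cell control; Controls: cell-only wells, no compound.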
VCAM1 TNFa inh: reduces TNF alpha induced VCAM1 expression in HUVEC; HUVEC TNFa-induced VCAM-1 immunofluorescence, high-content imaging; inhibition, % at 2 µM; hit rate 0.48% among 95,000;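 active = inhibition above the batch mean plus 3 SD, with images confirmed as a hit by eye, cut at about 37% in these data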;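 also: 0% = TNF-stimulated DMSO wells and 100% = unstimulated control wells; not every result past the cut was called active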
F-actin modifier: cytoskeleton assembly modification. HUVEC TNFa F-actin phalloidin imaging, high content. inhibition, % at 2 µM. hit rate 0.18% among 91,000. AID 836;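 active = inhibition above the batch mean plus 3 SD and confirmed as a hit by visual image inspection, cut at about 30% in these data, passing the limit was not always enough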; also: strong numbers were not always called active
HUVEC tox TNFa: HUVEC cytotoxicity counter-screen, TNF alpha stimulated | HUVEC TNFalpha-stimulated, Hoechst cell count, imaging | hit rate 0.17% among 93,000 | AID 848 | cell count reduction, % at 2 µM;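 active = cell count reduction exceeding the screen mean by over 5 SD, scaled to untreated wells per plate, cut at about 78% in these data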;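 also: cells counted after 24 h of TNF alpha exposure following the 1 h pretreatment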
H69AR inhibit: blocks growth of human H69AR lung tumor cells. viability, % at 10 µM. hit rate 6% among 85,000. H69AR lung tumor viability, ATP luminescence, 72 h; stronger effect = lower value;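 active = viability at or below 40%; inactive = viability above 40%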;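 also: multidrug resistant small cell line overexpressing MRP-1 efflux transporter; 100% = mean luminescence of untreated control wells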
Smad3 inh: blocks human Smad3 binding to FoxH1 peptide. P84022. TR-FRET Smad3/Dy647-FoxH1 peptide binding, europium anti-His. inhibition, % at 25 µM. hit rate 0.29% among 88,000. AID 630;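 active = compounds that reduce the energy-transfer binding signal between the protein and its labelled peptide by more than half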;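 also: 0% = Smad3 plus labelled peptide maximal FRET and 100% = peptide-only background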
Target sequence (P84022 whole entry, looked up): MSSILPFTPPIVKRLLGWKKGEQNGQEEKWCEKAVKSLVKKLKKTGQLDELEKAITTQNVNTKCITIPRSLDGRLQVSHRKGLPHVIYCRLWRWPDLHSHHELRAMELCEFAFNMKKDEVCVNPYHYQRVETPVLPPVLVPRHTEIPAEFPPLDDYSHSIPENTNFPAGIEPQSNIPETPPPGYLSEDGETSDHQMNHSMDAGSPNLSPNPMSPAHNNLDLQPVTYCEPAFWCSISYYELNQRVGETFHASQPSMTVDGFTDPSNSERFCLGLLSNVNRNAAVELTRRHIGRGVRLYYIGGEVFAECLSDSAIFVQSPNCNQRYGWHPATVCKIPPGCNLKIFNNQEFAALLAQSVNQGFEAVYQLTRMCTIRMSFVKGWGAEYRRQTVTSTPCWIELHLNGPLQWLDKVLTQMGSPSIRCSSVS
* hit, by the source's call; · = no result given; [ ] = another dose, or the depositor's remark. Some of the compounds tested; rates above refer to the full screens.

SMILES	Pyk2 oligo antag	IL1B cytotox	HUVEC inhibit	Lung fibro prol	VCAM1 TNFa inh	F-actin modifier	HUVEC tox TNFa	H69AR inhibit	Smad3 inh
CCOC(=O)CNS(=O)(=O)c1c(C)noc1C	0.33	7.8	94.8	107.2	-0.5	9.4	-26.7	97.5	-25.3
Cc1c(NC(=O)c2ccc(Cl)c(S(=O)(=O)N3CCOCC3)c2)c(=O)n(-c2ccccc2)n1C	0.39	0.9	101.5	96.9	14.4	-11.4	-6.7	88.2	-0.7
COc1ccc(C2C=C(c3cccs3)Nc3nc(CCCO)nn32)cc1 (stereo not drawn)	·	-32.1	101.5	106.2	6.5	-5.2	-27.1	78.4	-2.8
CN(CC(=O)N1CCN(c2ccccn2)CC1)S(=O)(=O)c1cccc2nsnc12	0.59	·	104.2	107.0	·	·	·	92.2	·
CC(C)N(C(=O)CSc1nnc(Cn2nnc3ccccc32)n1C)C(C)C	0.17	2.9	93.1	99.3	-18.8	10.6	-10.2	84.7	5.4
CCOC(=O)CSc1nc2sc3c(c2c(=O)[nH]1)CC(C)(C)OC3	0.17	-3.1	99.9	98.7	-39.4	4.9	16.6	80.8	0.7
CN(c1ccccc1C(=O)N1CCN(c2ccccc2)CC1)S(C)(=O)=O	2.22	6.5	95.7	97.3	-8.3	-0.6	3.9	103.5	-3.8
Cc1cc(=O)n2[nH]c(=O)c(N=Nc3ccccc3)c2[nH]1	-1.88	-21.7	·	·	-1.4	27.7	0.8	·	·
CCOC(=O)Cn1c(=O)oc2cc(S(=O)(=O)N(CCN(C)C)Cc3ccccc3)ccc21	-0.09	-23.0	87.7	97.3	20.6	30.2	-3.5	102.9	10.4
Cc1cc(C)nc(SCC(=O)Nc2sc3c(c2C#N)CCC(C)C3)n1 (stereo not drawn)	1.88	5.8	109.5	92.0	15.3	21.9	-8.7	100.7	-9.2
COc1cc2nc(SCc3c(C)noc3C)n(CCC3=CCCCC3)c(=O)c2cc1OC	-1.61	25.1	71.5	86.1	-28.9	-20.1	5.4	26.7*	6.5
Cc1cc(-c2ccccc2)n2nc(C)c(C#N)c2n1	-0.2	-139.7	87.1	93.3	1.8	-4.7	-3.9	51.5	0.4
N#Cc1ccc(-c2cccnc2)nc1SCC(=O)Nc1sc2c(c1C#N)CCC2	-2	·	37.9	31.4*	·	·	·	101.4	4.1
CC(NCc1ccc2c(c1)OCO2)C(=O)NC1CCCc2ccccc21 (stereo not drawn)	2.3	-7.6	99.8	108.6	·	6.9	94.8*	87.9	7.3
CCOC(=O)CN1C(=O)c2ccccc2C1=O	-0.12	-5.5	99.0	99.9	-11.2	6.4	-15.1	105.7	6.8
O=C(O)CN(c1ccccn1)S(=O)(=O)c1ccccc1	-0.13	2.5	92.1	106.2	5.0	7.3	-11.6	93.4	5.1
COc1ccc(NC(=O)N2CCCCC2)cc1	1.19	-19.7	95.7	99.2	1.4	0.8	-14.4	94.7	-1.5
CCCC(OC(=O)CC1Sc2ccccc2NC1=O)C(=O)NCc1ccco1 (stereo not drawn)	-0.72	-18.4	100.7	97.7	9.7	2.9	1.7	90.6	-0.1
CCC(C)[C@H](NC(=O)NCc1ccc(Cl)cc1)C(=O)OC (stereo partly drawn)	-0.35	50.7	110.5	94.8	8.4	6.1	-10.9	96.9	3.0
Cn1c(/C=N/NC(=O)c2ccccc2)nc2ccccc21	-0.76	1.5	·	·	-1.7	4.8	26.1	·	·
CC(C(=O)Nc1ccc2c(c1)OCO2)N(c1ccc(Cl)cc1)S(C)(=O)=O (stereo not drawn)	-0.39	-28.7	91.6	109.2	-15.6	-4.7	-21.5	84.9	-1.6
COc1cccc(C(C(=O)NC2CCCCC2)N(C(=O)c2ccco2)c2ccc(-n3cnnn3)c(C)c2)c1 (stereo not drawn)	-0.27	5.4	110.7	100.7	-5.4	5.1	-2.7	63.8	0.9
CC(C)OC(=O)c1ccc(OC(=O)c2cccnc2)cc1	0.81	-80.6	94.1	95.2	0.1	-0.5	6.2	100.4	2.6
COc1ccccc1N1CCN(C(=O)CCc2ccc(S(=O)(=O)NC(C)C)cc2)CC1	-0.78	-109.6	95.8	105.7	14.4	·	-49.3	75.0	-3.6
S=c1[nH]nc(-c2ccco2)n1Cc1ccccc1	0.61	6.8	96.2	101.2	-2.9	4.0	-38.1	109.4	0.4
O=C1NN(c2ccc(F)c(Cl)c2)C(=O)/C1=C\c1cccc(OC(=O)c2cccs2)c1	-0.19	-5.4	50.4	94.0	11.1	-19.1	1.5	84.6	-4.5
CCc1c(C)nc2cc(-c3cc(OC)cc(OC)c3)nn2c1N1CCCC1	-0.91	10.4	82.8	80.7	-6.9	44.7	-12.1	74.8	-6.0
CCOC(=O)COc1ccc(S(=O)(=O)Nc2ccc(C)cc2)cc1	-0.66	6.4	10.8*	15.8*	4.5	-2.9	-17.4	93.8	-12.2
CC1CCN(c2ccccc2NC(=S)NC(=O)c2ccco2)CC1	-0.66	-21.9	·	·	6.3	3.2	-20.1	·	·
Cc1cc(C)c(S(=O)(=O)c2ccccc2C)c(SCC(C)C)n1	-1.78	-33.3	·	·	5.8	-3.8	1.6	·	·
Cc1cnc(NC(=O)CSc2nnc(COc3c(C)cccc3C)o2)s1	·	-0.9	91.0	95.7	18.6	6.1	-7.8	88.2	9.2
COc1ccccc1C(=O)Nc1ccccc1N1CCOCC1	-0.57	11.2	99.1	91.6	1.3	-27.6	6.8	82.8	-4.6
O=C(Nc1ccc2c(c1)OCCO2)c1cccnc1	0.06	·	94.5	·	·	·	·	87.9	12.4[fluorescence artefact?]
CCC(=O)Nc1ccnc(-c2cccnc2)n1	0.53	-29.5	·	·	12.3	-32.8	15.4	·	·
COc1ccccc1N1CCN(C(=O)c2cc3c(-c4ccc(Cl)cc4)nn(C)c3s2)CC1	·	-1.5	72.2	93.0	1.7	-14.1	-18.5	79.4	-5.6
Cn1c(=O)oc2cc(S(=O)(=O)N3CCCC(C(=O)NCc4ccc5c(c4)OCO5)C3)ccc21 (stereo not drawn)	·	7.0	105.4	100.2	9.2	-1.7	-13.1	78.1	1.8
CC(c1ccccc1)n1cnc2ccccc21 (stereo not drawn)	-0.65	·	108.3	95.2	·	·	·	100.5	4.5
COCCn1nnnc1SCC(=O)c1ccccc1	-0.13	·	98.4	105.5	·	·	·	96.2	-4.8
Nc1nc(C(=O)N2CCOCC2)nn1S(=O)(=O)c1ccccc1	0.49	-10.5	97.6	97.8	-19.1	-19.8	-5.0	97.8	4.0
CC(C)Oc1cccc(C(=O)Nc2ccc(CN3CCOCC3)cc2)c1	-0.43	-9.8	113.8	101.7	11.9	1.2	-13.2	99.7	-0.3
COC(=O)C(O)(CC(=O)Nc1ccc(Cl)cc1F)C(F)(F)F (stereo not drawn)	0.91	29.5	91.6	91.5	8.8	-10.0	-15.5	88.7	8.8
CCOC(=O)c1sc2nccc(N(C)C)c2c1N=CNOCc1ccccc1	-0.89	·	71.3	99.5	-16.1	7.0	-22.4	59.3	11.5
CC(=O)c1nn(-c2ccc(Br)cc2)cc1C(=O)c1ccco1	-1.06	-14.8	131.2	99.2	11.5	-7.5	0.4	88.8	10.3
CSc1nnc(NC(=O)C2CCCCC2)s1	·	·	120.7	106.6	·	·	·	107.9	-4.1
Cn1nc(CC(=O)Nc2ccc3c(c2)CCC3)c2ccccc2c1=O	0.17	·	85.9	92.7	·	·	·	81.2	-13.0
CCC(NC(=O)c1ccccc1O)c1ccccc1 (stereo not drawn)	-1.24	5.6	87.8	102.5	-13.1	-4.4	-3.9	98.7	4.6
COc1ccc(OCCCCOc2ccccc2Cl)cc1	0.18	-0.4	·	·	10.3	-8.8	-10.0	·	·
CCC(=O)Nc1cccc(NC(=O)CSc2nnnn2C)c1	-0.7	·	103.0	99.0	·	·	·	96.0	0.1
Cn1c(=O)n(C)c2cc(NC(=O)CSc3nnc(-c4ccccc4O)n3-c3ccccc3)ccc21	1.21	·	74.8	90.4	·	·	·	32.9*	0.4
Cc1ccc(S(=O)(=O)N/N=C/c2c(C)nn(-c3ccccc3)c2C)cc1	-0.98	13.3	·	·	-14.6	7.2	-3.5	·	·
Cc1ccc(Cl)cc1N1CCN(S(=O)(=O)c2c(C)[nH]c(=O)[nH]c2=O)CC1	0.25	-49.5	88.1	100.4	16.7	9.3	-14.0	95.4	-5.2
N#C/C(=C(\O)c1ccco1)c1ccccn1	-0.49	25.0	89.7	103.0	11.1	0.4	-22.1	89.0	-5.5
Cc1ccc(C(=O)/C=C2\NCC(C)NC2=O)cc1 (stereo not drawn)	-0.4	-24.6	101.9	101.8	18.0	-14.5	12.7	88.2	-13.2
Brc1ccccc1Cn1c(-c2cscn2)nc2ccccc21	-0.08	10.4	106.7	90.2	8.9	-1.9	-20.4	82.5	-8.1
O=S1CCCSC1c1cccnc1 (stereo not drawn)	-0.06	-3.2	90.0	101.1	-1.3	12.3	-6.4	93.6	3.9
CC(=O)Nc1cc2nn(-c3ccccc3)nc2cc1Cl	-0.63	-31.9	·	·	-3.0	-10.4	14.0	·	·
NC(=O)CSc1nnc(-c2cc(-c3cccs3)nc3ccccc23)o1	-0.31	1.6	·	·	2.3	2.6	-7.3	·	·
COc1cc(C2N(c3cccc(Cl)c3)C(=O)C3CCCN32)cc(OC)c1OC (stereo not drawn)	·	-11.5	88.4	92.5	1.3	-13.7	2.3	90.9	-1.4
COc1ccc(-c2cc3ccccc3n2CC(O)CNC(CO)(CO)CO)cc1 (stereo not drawn)	1.63	-0.4	86.2	90.0	·	·	·	99.0	17.9[fluorescence artefact?]
Cc1ccc(-n2c(SCC3CCCCO3)nnc2-c2ccco2)cc1 (stereo not drawn)	0.95	3.1	101.4	94.1	-0.8	-7.8	-18.0	67.8	3.3[fluorescence artefact?]

Next section
SMILES	Pyk2 oligo antag	IL1B cytotox	HUVEC inhibit	Lung fibro prol	VCAM1 TNFa inh	F-actin modifier	HUVEC tox TNFa	H69AR inhibit	Smad3 inh
COc1ccc(OC)c(NC(=S)NN2CCOCC2)c1	-0.18	-27.3	·	·	1.4	-21.4	24.3	·	·
CS(=O)(=O)N1CCC(C(=O)Nc2c(F)cccc2F)CC1	-0.21	-11.8	102.5	99.0	3.3	-1.5	-24.1	94.3	-0.4
Cc1cc(Cl)c(S(=O)(=O)NC2CCCC2)cc1OCC(=O)NC1CCCCC1	-1.72	·	69.2	109.6	-4.6	-8.7	-9.8	96.3	-15.7
COc1ccc(C(=O)NCC(=O)Nc2ccc(F)cc2)cc1OC	0.89	-7.5	94.8	93.4	5.8	-6.5	-3.1	93.8	4.9
CCc1ccc(C(=O)COC(=O)c2cnccn2)cc1	0.5	-33.3	97.2	95.6	2.3	-6.0	17.4	93.2	-0.3

Reformatted with two lines to a compound: part of the list above.
Below each SMILES: Pyk2 oligo antag	IL1B cytotox	HUVEC inhibit	Lung fibro prol	VCAM1 TNFa inh	F-actin modifier	HUVEC tox TNFa	H69AR inhibit	Smad3 inh
COc1ccc(OC)c(NC(=S)NN2CCOCC2)c1
 : -0.18	-27.3	·	·	1.4	-21.4	24.3	·	·
CS(=O)(=O)N1CCC(C(=O)Nc2c(F)cccc2F)CC1
 : -0.21	-11.8	102.5	99.0	3.3	-1.5	-24.1	94.3	-0.4
Cc1cc(Cl)c(S(=O)(=O)NC2CCCC2)cc1OCC(=O)NC1CCCCC1
 : -1.72	·	69.2	109.6	-4.6	-8.7	-9.8	96.3	-15.7
COc1ccc(C(=O)NCC(=O)Nc2ccc(F)cc2)cc1OC
 : 0.89	-7.5	94.8	93.4	5.8	-6.5	-3.1	93.8	4.9
